# Screening data (PubChem)
# VIM-2 inhibitor: blocks Pseudomonas aeruginosa VIM-2 metallo-beta-lactamase; purified VIM-2, nitrocefin hydrolysis, epi-absorbance fluorescence; inhibition, % at 5.6 µM; hit rate 0.89% among 290,000; AID 1527;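 active = inhibition above the mean of all tested compounds plus 3 SD, cutoff set per screening run, cut at about 7.5% in these data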;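 also: red hydrolysis product quenches plate fluorescence so inhibitors raise well fluorescence; 0% = enzyme with DMSO and 100% = DMSO without enzyme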
# IDE cell activ: boosts human insulin-degrading enzyme activity in HEK cells | activation, % at 5.96 µM | P14735 | hit rate 0.073% among 340,000 | FAbeta-B cleavage, fluorescence polarization; 0% vehicle, 100% cell-free pure enzyme wells;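 active = activation above the mean of all tested compounds plus 3 SD, set per screening campaign, cut at about 17% in these data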
# pCIP destab: p/CIP protein destabilization; F442A p/CIP-EGFP cells, EGFP fluorescence, 16 h; hit rate 0.01% among 290,000; decrease of EGFP signal, % at 10 µM;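 active = EGFP signal decrease of at least 30% at 10 µM or well 3 SD below plate mean, unless failing retest; inactive = the rest, including hits failing retest or dose response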; also: some compounds called inactive have numbers as strong as hits; many of its hits are not listed in these tables
# CRFR2-BP antag: blocks CRF-induced signaling of the CRF-BP/CRF-R2 complex | HEK293 CRF-R2/CRF-BP, CRF-induced calcium fluorescence | inhibition, % at 11.8 µM | hit rate 0.59% among 350,000 | AID 588475;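 active = inhibition of the ligand-induced calcium signal above about 50% at the single tested concentration, limit read from the data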
# IDE inh: cellular human IDE inhibition; hit rate 0.41% among 320,000; HEK cells, FAbetaB cleavage, fluorescence polarization; AID 434962; P14735; inhibition, % at 5.59 µM;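 active = percent inhibition above the average of all tested compounds plus 3 SD, set per screening campaign, cut at about 16% in these data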;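 also: IDE supplied by intact live HEK cells; FP after avidin binding of uncleaved biotin substrate so inhibition keeps polarization high; 0% = DMSO wells and 100% = 60 µM reference IDE inhibitor Ii1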
# GalR3 antag: human GalR3 antagonism | O60755 | HEK293 GalR3-CNG cAMP membrane potential fluorescence; galR3 body fused to GalR1 C-terminus | inhibition, % at 3 µM | hit rate 0.44% among 360,000;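 active = inhibition above the screen-wide average plus 3 SD, cut at about 13% in these data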;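 also: forskolin and galanin both at EC90 stimulate the cells; cAMP rise reported by CNG channel membrane potential dye signal; 0% = forskolin plus galanin with DMSO and 100% = forskolin alone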
# Target sequence (O60755 1-299 limits assumed): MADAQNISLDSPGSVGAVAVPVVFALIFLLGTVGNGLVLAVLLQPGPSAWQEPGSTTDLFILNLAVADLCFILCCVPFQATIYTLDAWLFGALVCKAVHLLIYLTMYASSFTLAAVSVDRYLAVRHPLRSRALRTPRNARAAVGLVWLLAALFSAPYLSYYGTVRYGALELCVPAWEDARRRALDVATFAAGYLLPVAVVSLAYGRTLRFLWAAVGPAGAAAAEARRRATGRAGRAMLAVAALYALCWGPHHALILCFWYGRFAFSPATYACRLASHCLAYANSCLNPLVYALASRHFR
# NS3 helicase inh: HCV NS3 helicase inhibition | NS3 helicase DNA unwinding, Cy5 molecular beacon fluorescence | inhibition, % at 10.9 µM | AID 1800 | hit rate 0.56% among 290,000;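 active = inhibition above the mean of all tested compounds plus 3 SD, set per campaign, cut at about 35% in these data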;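 also: 0% = DMSO wells and 100% = thioflavine S control wells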
#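 Compound dosing – single dose, 10.9 µM nominal final, DMSO 0.8% final · System – NS3 helicase fragment of HCV · Buffer or medium – MOPS pH 6.5, MgCl2, DTT, Tween20, BSA · Signal – Cy5 beacon fluorescence read at start and 1 h · Also added – annealed dual-labelled DNA beacon duplex, ATP-started · Schedule – 1 h at 25 °C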
# IMP-1 inh: blocks Pseudomonas aeruginosa IMP-1 metallo-beta-lactamase | inhibition, % at 5.6 µM | purified IMP-1, nitrocefin hydrolysis, epi-absorbance fluorescence | AID 1556 | hit rate 0.45% among 290,000;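 active = inhibition above the mean plus 3 SD of all compounds in the same screening run, cut at about 4.5% in these data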;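 also: 0% = IMP-1 with DMSO and 100% = DMSO wells lacking enzyme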
#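 Assay system: purified IMP-1; Quantity: IMP-1 0.2 nM before substrate addition; Medium: HEPES buffer pH 7.1 with ZnSO4 and Brij 35; Incubation: 15 min enzyme–compound preincubation, then 25 min nitrocefin reaction, 25 °C; Signal: fluorescence quenching readout, ex 480/em 530 nm; Controls: DMSO with and without IMP-1; Repeats: singlicate testing.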
# SUMO HTRF inh: SUMOylation inhibition. P63279. HTRF SUMOylation assay, SAE1/SAE2 + UBC9, in vitro. inhibition, % at 35 µM. hit rate 0.36% among 290,000; in the data active = inhibition above about 50%, passing the limit was not always enough; also: strong numbers were not always called active
# Target sequence (P63279 whole entry, looked up): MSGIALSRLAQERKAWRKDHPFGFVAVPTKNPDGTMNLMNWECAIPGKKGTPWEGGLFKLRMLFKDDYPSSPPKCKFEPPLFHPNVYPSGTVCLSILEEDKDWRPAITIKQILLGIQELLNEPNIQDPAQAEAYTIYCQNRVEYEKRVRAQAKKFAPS
# Active calls of the source: *; x = not tested or not shown.
SMILES,VIM-2 inhibitor,IDE cell activ,pCIP destab,CRFR2-BP antag,IDE inh,GalR3 antag,NS3 helicase inh,IMP-1 inh,SUMO HTRF inh
O=C(COC(=O)CC1CC2CCC1C2)Nc1ccc(Cl)c(S(=O)(=O)N2CCOCC2)c1 (stereo not given),x,3,x,-11,3,-7,x,x,x
CN1CCN(CCCNC(=O)CN2C(=O)COc3ccccc32)CC1,-1.2,7,5,0,2,-9,3,-3.1,-5
COC(=O)Cc1csc(/N=C/c2c(O)n(-c3cccc(C(F)(F)F)c3)c(=O)c3ccccc23)n1,-1.8,-1,-9,10,2,-3,-2,-3.6,-6
CC12CCC(C)(c3nc4ccccc4nc31)C2(C)C,-2.8,6,0,-3,7,-4,2,-4.3,4
Cc1ccccc1Nc1c([N+](=O)[O-])ccc2nonc12,-3.0,2,-6,-2,-1,-5,3,-4.9,10
CC(=O)c1sc(NC(=O)c2ccccc2)nc1-c1ccccc1,-3.1,-4,-53,-58,6,-8,3,-4.0,-4
O=C(Cc1c(F)cccc1Cl)Nc1ccccc1C(=O)N1CCOCC1,-3.9,-3,1,-4,1,-4,8,-2.5,4
O=C(Nc1ccncc1)Nc1cccc(Cl)c1Cl,-1.5,3,-4,3,x,-5,-5,-4.8,6
CCN(CC)C(CNS(=O)(=O)c1ccc(Cl)cc1)c1ccccc1 (stereo not given),-2.6,-1,-19,6,-3,-5,5,-3.0,3
COc1ccc(-c2csc(Cc3nnc(N4CCOCC4)n3-c3ccccc3)n2)cc1OC,0.9,7,-15,3,4,x,-4,-1.8,12
CN1C(=O)NC(c2ccc(Cl)cc2)C2=C1CC(C)(C)CC2=O (stereo not given),0.5,-2,3,10,-2,-10,-15,-1.1,6
O=C(C[n+]1cc(-c2ccc(F)cc2)n2c1CCC2)N1c2ccccc2Sc2ccccc21,-2.8,-4,2,22,3,0,-59,-1.9,6
Cc1occc1C(=O)NCc1ccco1,-3.2,-1,-11,-12,10,9,13,-5.2,10
COc1ccc(NC(=O)c2coc3ccccc23)cc1OC,0.9,0,-2,5,0,-5,-3,-1.9,27
CCn1c(C(=O)N2CCCC(C(=O)NCCCc3ccccc3)C2)cc2sccc21 (stereo not given),-2.7,3,-50,29,-8,-14,-10,-1.5,-1
Cc1ccc2nc(-c3ccc(NC(=O)COC(=O)c4ccc(=O)[nH]c4)cc3)sc2c1,0.1,-5,-4,20,0,-6,7,-3.3,-28
C=CC[C@@H](CC(=O)N[C@@H](CO)Cc1ccccc1)C(=O)N[C@@H](C)COC(=O)[C@@H](CC=C)Cc1ccc(F)cc1,x,5,x,2,-2,-7,x,x,x
CC(C)(C)OC(=O)[C@H](Cc1ccccc1)NC(=O)c1[nH]cnc1C(=O)Nc1cccc(Cl)c1,x,3,-5,-8,7,-5,x,x,-43
CCOc1ccc(CN(C)CC(=O)Nc2ccc(N3CCOCC3)cc2)cc1OC,-1.4,5,-5,26,-6,-3,4,-3.2,2
O=C(NC(=S)Nc1cc(S(=O)(=O)N2CCOCC2)ccc1N1CCOCC1)c1ccco1,-2.5,-3,-5,1,7,-4,-2,2.1,6
Cc1cc(-c2ccccc2)nc(N(C)NC(=O)C2CC2)c1S(C)(=O)=O,-2.2,-2,8,2,7,-6,-1,-2.4,7
CC1CN(C(=O)c2ccc(NS(=O)(=O)c3ccc(F)cc3)cc2)CC(C)O1 (stereo not given),-1.1,6,7,-8,-3,-4,0,-1.5,17
COc1c(F)cc2[nH]c3c(c2c1F)CCNC3=O,x,-13,x,-3,9,2,x,x,x
O=C(CCc1ccc(Oc2cc([N+](=O)[O-])cc([N+](=O)[O-])c2)cc1)N1CCCCCC1,-2.1,4,8,-3,-8,-5,-6,-0.9,-8
NC(=O)NCCc1ccccc1,-3.1,1,-1,-6,4,0,7,-4.4,-1
CC(=O)Nc1ccc(S(=O)(=O)N(C)CC(=O)N/N=C/c2ccncc2)cc1,-0.1,6,-2,-3,8,-10,25,-0.4,1
COC(=O)c1c(NC(=O)C2CC(=O)NN2Cc2ccccc2)sc(C)c1C (stereo not given),2.4,3,0,10,-8,-3,-9,-0.9,2
CC(=O)Oc1c(C)c(OC(C)=O)c2c(c1C(C)=O)OC1CC(=O)C(C(C)=O)=C(O)C21C (stereo not given),0.1,5,2,5,-1,1,6,-0.9,13
CC(C)(C)NC(=O)c1cccc(NC(=O)Cc2cccs2)c1,-2.7,4,6,-3,-5,-2,-4,-4.0,9
COc1ccc(N2CCN(C(=O)c3ccccc3NS(=O)(=O)c3ccc(C)cc3)CC2)cc1,-3.4,6,-11,10,x,-4,-7,-4.8,0
COc1ccc(NS(=O)(=O)c2c(C)cc(C)cc2C)cn1,-0.8,4,-15,2,0,-9,6,-0.9,16
COc1cc(CN2CCNC(=O)C2CC(=O)NC2CCCCC2)cc(OC)c1 (stereo not given),1.2,4,1,4,-1,-1,3,0.5,-7
NS(=O)(=O)c1ccc(CCNC(=O)c2ccncc2)cc1,0.1,3,4,-2,2,8,24,2.9,-20
COC(=O)C1=C(N)Oc2cc(C)[nH]c(=O)c2C1c1ccc(Cl)cc1 (stereo not given),-2.5,7,-15,13,-3,-8,-14,-1.8,16
CCN(CC)C(=O)C(=O)N/N=C/c1ccc(F)cc1,-1.2,0,0,3,0,-1,-1,-0.3,4
CC(C)CCN1CCN(Cc2coc3ccccc3c2=O)CC1CCO (stereo not given),-0.3,1,0,7,-8,-7,-7,-1.2,16
O=P(O)(CN1CCCCCC1)C1Cc2ccccc2C1,0.3,x,0,x,-4,x,-8,3.0,-6
COc1ccccc1-n1c(C)nc2cc(C(=O)NCCN3CCOCC3)ccc21,-4.5,7,-1,12,-3,-4,-1,-2.7,5
Cc1ccc(NC(=S)NC(=O)c2ccc(Br)o2)c(C)c1,-4.4,1,-14,-10,2,-7,11,-3.7,-8
CCOc1ccccc1CN1CCN(Cc2ccc(C)o2)C(CCO)C1 (stereo not given),1.2,-2,-28,-6,0,-4,-5,-1.9,21
CCN(CC)C(=O)CN(C#N)c1nc(Cl)nc(N(C)C)n1,-4.1,2,-7,0,0,-4,-3,-2.5,18
Cc1cc(C)cc(NC(=O)C2CCCN(c3nc(C)cc(C)n3)C2)c1 (stereo not given),0.1,-2,-22,15,2,-6,4,-2.6,6
CC1(C)CC(=O)c2sc(NC(=O)C3COc4ccccc4O3)nc2C1 (stereo not given),-3.6,6,-19,16,4,x,2,-4.5,9
Cc1oc2c(CN3CCOCC3)c(O)ccc2c(=O)c1-c1ccccc1,-2.4,11,-6,11,1,-3,3,-3.3,39
C=CCC1NS(=O)(=O)OC2CCCCC12 (stereo not given),-0.7,4,-7,-6,2,-7,12,-1.2,12
O=C(Cn1cc(C(F)(F)F)ccc1=O)Nc1ccc2c(c1)OCCO2,x,6,x,-7,1,-3,x,x,x
Cc1noc2ncnc(Sc3ccccc3Cl)c12,-2.2,1,6,-1,10,-3,1,-3.3,-5
COc1ccccc1NC(=O)c1ccc(NS(=O)(=O)c2ccc(F)c(F)c2F)cc1,-1.4,5,0,1,-1,2,17,0.2,4
Cc1cc(C(=O)NC2CCC(O)CC2)c(C)o1 (stereo not given),x,3,x,-5,-1,-3,x,x,x
Nc1nnnn1/N=C/c1cc(Cl)cc(Cl)c1O,3.8,-36,-13,-108,19*,-8,6,3.6,35
O=C(Cn1c(-c2cscn2)nc2ccccc21)Nc1ccc2ccccc2c1,-2.4,5,-7,-5,-4,-8,-26,-3.4,-2
COc1cccc(C2CC(=O)N3CN(c4cccc(Cl)c4C)CSC3=C2C#N)c1OC (stereo not given),-1.3,-25,5,-9,1,x,15,-4.8,11
COc1cccc(-c2c(-c3cc(OC)cc(OC)c3)n(C)c3ccc(-c4ccc5[nH]ccc5c4)cc23)c1,x,1,x,14,-7,-2,x,x,x
C=CCc1cc(OC)ccc1OCCN1CC(C)OC(C)C1 (stereo not given),0.4,0,1,0,-4,-9,-2,1.6,6
COc1cccc(OC)c1C(=O)NC(=S)Nc1ccc2c(c1)C(=O)N(C)C2=O,-0.1,3,-30,-2,-2,-4,-1,-1.0,20
CCn1cc(C(=O)NCCOC)c(=O)c2ccc(C)nc21,-1.4,7,0,-14,2,5,3,0.8,25
O=C(Nc1ccc(F)cc1)Nc1ccc(Cl)cn1,-4.6,1,5,-20,-1,-8,-11,-3.0,7
COc1cccc(NC(=S)N(CCCN2CCOCC2)C(C)c2cc3ccccc3o2)c1 (stereo not given),-0.9,6,11,5,2,-5,-12,-2.9,5
Cc1ccc(C)c(S(=O)(=O)N/N=C/c2cccnc2)c1,-4.2,4,-11,-2,5,-3,-7,-1.7,6
Cc1ccccc1CNC(=O)c1cc2ccccc2o1,-2.2,3,x,23,4,-5,5,-1.8,x

# Following part
SMILES,VIM-2 inhibitor,IDE cell activ,pCIP destab,CRFR2-BP antag,IDE inh,GalR3 antag,NS3 helicase inh,IMP-1 inh,SUMO HTRF inh
Cc1ccccc1N1CC(C(=O)Nc2ccc3c(c2)OCO3)CC1=O (stereo not given),-2.1,6,-10,9,-3,-6,2,-1.3,-10
Cc1ccc(-c2cc(-c3ccco3)c3c(N)c(C(=O)NN)oc3n2)cc1,-0.4,-1,-10,-14,-2,-1,42*,1.7,55*
Cc1ccc(C(O)(C(=O)NNS(=O)(=O)c2ccc(C)cc2)c2ccc(C)cc2)cc1,-1.9,5,-1,-100,1,-12,-9,-6.0,14
Cc1ccc(N2CC(C(=O)N3CCC(C(=O)Nc4ccc(Br)cc4)CC3)CC2=O)cc1 (stereo not given),-2.8,-7,-8,-23,17*,-9,-14,-3.2,-7
Cc1ccc(C)c(S(=O)(=O)Nc2ccccc2C(=O)Nc2ccc(S(=O)(=O)Nc3ncccn3)cc2)c1,-4.6,-8,-2,11,2,-3,-47,-4.0,12
CCC(NC(=O)/C(=C\c1ccc2c(c1)OCO2)NC(C)=O)C(=O)O (stereo not given),-3.0,-2,7,11,0,-2,-19,-3.7,11
COc1cccc(NC(=O)CCS(=O)(=O)c2cccs2)c1,-4.0,2,8,-4,-5,6,9,-2.3,-10

# Single records, from the list above.
# Record of COc1ccc(N2CCN(C(=O)c3ccccc3NS(=O)(=O)c3ccc(C)cc3)CC2)cc1 = VIM-2 inhibitor: -3.4; IDE cell activ: 6; pCIP destab: -11; CRFR2-BP antag: 10; IDE inh: x; GalR3 antag: -4; NS3 helicase inh: -7; IMP-1 inh: -4.8; SUMO HTRF inh: 0
# Record of Cc1noc2ncnc(Sc3ccccc3Cl)c12 = VIM-2 inhibitor: -2.2; IDE cell activ: 1; pCIP destab: 6; CRFR2-BP antag: -1; IDE inh: 10; GalR3 antag: -3; NS3 helicase inh: 1; IMP-1 inh: -3.3; SUMO HTRF inh: -5
